# MLLE-PAM2 inh: blocks PAM2 peptide binding to the PABP1 MLLE domain. GST-MLLE / FITC-PAM2 fluorescence polarization. inhibition, % at 20 µM. P11940. 0.36% of 360,000 active; in the data active = inhibition above about 35%, passing the limit was not always enough;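 also: plate controls were DMSO wells with GST-MLLE for no effect and wells lacking GST-MLLE protein for full effect; some results filed as inactive read as strong as hits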
# MsrA inhibitor: bovine MsrA inhibition; purified bovine MsrA, absorbance read-out; inhibition, % at 15.5 µM; 0.75% of 360,000 active; AID 651718; in the data active = inhibition above about 4.5%;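 also: 0% = vehicle wells with enzyme and 100% = reference inhibitor wells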
# FAS TE block: FAS thioesterase (human) inhibition; recombinant FAS-TE, OMFH fluorogenic substrate, fluorescence endpoint; AID 602261; inhibition, % at 15 µM; 0.67% of 360,000 active; P49327;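 active = compounds whose normalised, plate-corrected inhibition of enzyme fluorescence in the single-dose primary screen is 50% or more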;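 also: 0% = DMSO with enzyme and 100% = substrate without enzyme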
# eLon inh: E. coli protease La inhibition | inhibition, % at 7.94 µM | purified E. coli Lon protease, fluorescence polarization | 0.42% of 360,000 active; in the data active = inhibition above about 13%, passing the limit was not always enough;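 also: 0% = enzyme with probe and DMSO and 100% = no enzyme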
# Target sequence (P0A9M0 whole entry, looked up): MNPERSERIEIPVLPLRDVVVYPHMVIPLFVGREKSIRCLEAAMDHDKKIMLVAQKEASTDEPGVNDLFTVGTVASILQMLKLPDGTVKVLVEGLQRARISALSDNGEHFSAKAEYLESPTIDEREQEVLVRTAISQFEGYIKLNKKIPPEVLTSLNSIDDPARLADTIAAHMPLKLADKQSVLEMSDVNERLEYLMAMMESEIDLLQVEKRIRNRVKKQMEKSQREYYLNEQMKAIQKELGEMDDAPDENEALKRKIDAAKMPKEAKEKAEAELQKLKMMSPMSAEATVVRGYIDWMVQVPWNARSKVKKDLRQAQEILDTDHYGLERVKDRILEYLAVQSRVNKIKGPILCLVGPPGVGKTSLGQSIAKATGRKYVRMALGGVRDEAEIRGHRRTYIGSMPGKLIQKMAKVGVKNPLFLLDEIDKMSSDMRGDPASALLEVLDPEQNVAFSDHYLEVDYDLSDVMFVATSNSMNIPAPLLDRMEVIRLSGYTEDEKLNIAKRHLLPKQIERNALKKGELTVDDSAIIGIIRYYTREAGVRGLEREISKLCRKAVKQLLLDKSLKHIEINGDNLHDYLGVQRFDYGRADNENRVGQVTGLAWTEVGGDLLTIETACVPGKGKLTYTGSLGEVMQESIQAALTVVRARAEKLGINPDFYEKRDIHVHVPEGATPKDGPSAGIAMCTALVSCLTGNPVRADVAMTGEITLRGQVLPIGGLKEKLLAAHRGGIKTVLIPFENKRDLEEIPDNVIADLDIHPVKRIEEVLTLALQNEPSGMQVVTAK
# Rin1 Abl inh: blocks binding of human Rin1 to Abl. 0.4% of 360,000 active. P00519+Q13671. AID 588664. inhibition, % at 7.35 µM. TR-FRET Rin1/Abl binding, biochemical; in the data active = inhibition above about 5%, passing the limit was not always enough
# MT1-MMP act inh: MT1-MMP (human) activation inhibition. P50281. HT1080 RFP-PRO-GFP cells, GFP/RFP ratio fluorescence, overnight; percent of plate control window, DMSO zero. GFP/RFP ratio change, % at 20 µM. 0.061% of 360,000 active. AID 651647;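 active = GFP/RFP ratio change of at least 30% with cell ATP level not reduced by more than half and red fluorescence within 50% of control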; also: strong numbers were not always called active
#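 Compound: 20 µM single dose, 1% DMSO / System: HT1080 RFP-PRO-GFP cells / Controls: DMSO and RFP-L50D-GFP cell wells / Read-out basis: GFP/RFP fluorescence ratio / Schedule: overnight compound exposure at 37 °C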
# CSN deneddyl inh: inhibitors of human CSN-mediated cullin deneddylation; Q92905; Purified CSN, SCF-Nedd8-OG deneddylation, fluorescence polarization; inhibition, % at 12.5 µM; 0.38% of 360,000 active;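 active = pattern-corrected inhibition above about 35%, with an unprinted fluorescence ratio check between 0.5 and 1.5, limit read from the data, passing the limit was not always enough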;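 also: 0% = enzyme with substrate and 100% = substrate without enzyme; some results filed as inactive read as strong as hits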
#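 Material: human Csn5 produced in HEK293T cells; Input: enzyme 0.24 nM; Reagent: SCFSkp2-Nedd8OG substrate at 10 nM final; Dosing: 12.5 µM compound; Incubation: 90 min reaction at room temperature; Detection: fluorescence polarization of the substrate; Evaluation: % inhibition of substrate cleavage by Csn5; Control set: substrate-only high control, full reaction low control.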
# MsrA act: activators of bovine methionine sulfoxide reductase A | purified bovine MsrA, absorbance read-out | activation, % at 10.6 µM | 0.3% of 360,000 active; in the data active = activation above about 7.5%;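 also: 0% = vehicle and 100% = reference activator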
# Rpn11 inh: Rpn11 (human) deubiquitinase inhibition. 0.59% of 360,000 active. calls only at 20 µM. O00487. human 26S proteasome, Ub4-pepOG fluorescence polarization; 20S core pre-blocked with epoxomicin. AID 588493;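 active = inhibition at 20 µM, scaled to each plate's controls, above about 33%, limit read from the data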
# Target sequence (O00487 whole entry, looked up): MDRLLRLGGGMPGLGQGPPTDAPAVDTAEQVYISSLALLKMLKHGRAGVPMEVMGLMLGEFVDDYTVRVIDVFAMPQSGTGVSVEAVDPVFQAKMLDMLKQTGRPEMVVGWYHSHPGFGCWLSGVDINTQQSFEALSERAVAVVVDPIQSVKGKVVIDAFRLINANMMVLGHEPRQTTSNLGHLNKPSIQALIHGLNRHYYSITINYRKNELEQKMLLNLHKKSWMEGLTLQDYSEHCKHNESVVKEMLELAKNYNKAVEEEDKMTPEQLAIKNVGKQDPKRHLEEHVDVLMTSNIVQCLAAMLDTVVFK
# * marks the source's active call; other numbers are inactive results; i = inactive; nt = no result given.
Molecule	MLLE-PAM2 inh	MsrA inhibitor	FAS TE block	eLon inh	Rin1 Abl inh	MT1-MMP act inh	CSN deneddyl inh	MsrA act	Rpn11 inh
CCOc1ccc(NC(=O)c2cccnc2C(=O)O)cc1	-4	0.1	-10	-4	3	2	-8	-3	i
COc1ccc2oc(C(=O)OCC(=O)Nc3ccc(N4CCOCC4)cc3)c(C)c2c1	-12	1.3	3	-1	1	2	2	0	i
CC(=O)Nc1cccc([N+](=O)[O-])c1	1	-0.5	-4	-4	-1	-10	3	-9	i
C=CCC1NS(=O)(=O)OC(CCc2ccccc2)C1O (configuration not stated)	-1	0.8	-10	-8	2	-1	-3	-5	i
O=C(COc1ccccc1Cl)Nc1ccc(C(=O)N2CCCCC2)cc1	0	-1.3	3	-3	6	5	2	-5	i
CCN1C(=O)c2cccc3c(Cl)ccc(c23)C1=O	2	1.1	8	-10	-1	-8	1	-1	i
CCn1nnc(-c2ccccc2NS(=O)(=O)c2ccc(S(=O)(=O)N(C)C3CCCCC3)cc2)n1	16	1.0	27	-2	-7	-6	2	-7	i
CCc1cc2c(SCC(=O)NC3CCCC3)ncnc2s1	-8	0.6	-2	-10	-28	3	4	-2	i
COC(=O)C1NN=C(C(=O)c2ccccc2)C1c1ccccc1 (configuration not stated)	7	0.0	-2	-13	-3	-6	4	-4	i
CCOC(=O)[C@]12CCC=C1N(Cc1ccco1)C(=O)[C@H](CC(=O)NCCCN1CCCC1=O)C2	nt	-0.6	-3	-5	nt	0	2	-2	nt

# As entered above:
# For Rin1 Abl inh, COc1ccc2oc(C(=O)OCC(=O)Nc3ccc(N4CCOCC4)cc3)c(C)c2c1 shows 1
# For CSN deneddyl inh, CC(=O)Nc1cccc([N+](=O)[O-])c1 shows 3

# Later entries:
Molecule	MLLE-PAM2 inh	MsrA inhibitor	FAS TE block	eLon inh	Rin1 Abl inh	MT1-MMP act inh	CSN deneddyl inh	MsrA act	Rpn11 inh
COC(=O)c1cnc(SCc2ccc(C)cc2)n1C	1	-0.7	-1	-2	-1	1	-10	-6	i
COCCn1c(C)cc(C(=O)Cn2nc(C(=O)O)c3ccccc3c2=O)c1C	0	-0.6	-5	-4	1	0	-1	-3	i
COc1ccc(NC(=O)N(C)C[C@H]2Oc3c(NS(=O)(=O)c4cn(C)cn4)cccc3C(=O)N([C@H](C)CO)C[C@@H]2C)cc1	0	0.8	-9	-9	-5	3	2	1	i
Cc1ccc(C2CC(=O)NC(SCC(=O)Nc3nccs3)=C2C#N)cc1 (configuration not stated)	0	0.1	-2	-22	-6	-9	2	-6	i
O=C(COC(=O)CCC1CCCC1)Nc1cc(S(=O)(=O)N2CCOCC2)ccc1Cl	-1	-0.6	6	1	4	0	1	-3	i
Nc1nnc(SCc2c(F)cccc2Cl)s1	1	-0.1	-6	14	-4	7	2	-5	i
COc1ccc2sc(-c3ccc(SC)cc3)c(/C=C/c3ccc(OC)c(OC)c3)c2c1	3	2.7	34	-9	3	0	3	-4	i
O=C(CN1CCN(Cc2ccc(F)cc2Cl)C1=O)NCc1cccs1	2	-0.8	0	2	-1	4	-2	-2	i
O=C(CSc1nc(N2CCCCC2)nc(N2CCCCC2)n1)c1ccccc1	-10	1.4	25	-13	0	-9	1	-11	i
CC12CCC(=O)N1C(C(=O)NNC(=O)COc1ccccc1F)CS2 (configuration not stated)	-2	1.1	-7	-13	0	1	-2	-2	i
S=c1[nH]nc(Cc2ccc(Br)cc2)n1/N=C/c1ccc(Cl)cc1	-16	-1.4	3	-6	0	2	5	1	i
CC(C)[C@H](NC(=O)c1ccc(Cl)c([N+](=O)[O-])c1)C(=O)O	0	0.6	-1	-5	-3	-2	-4	-2	i
Cc1ccc(C(=O)Nc2cc(C(C)C)c(O)c(C(C)C)c2)cc1	-7	0.4	5	6	0	8	-4	-3	i
COc1ccc(C(CNC(=O)c2ccco2)N2CCCCC2)cc1 (configuration not stated)	15	0.6	-2	7	0	1	-8	-3	i
COc1ccc(-n2c(=O)c3c4c(sc3n(CC(=O)NCC3CCCO3)c2=O)CCCC4)c(OC)c1 (configuration not stated)	-12	0.6	0	-2	1	-8	-4	0	i
CN1CCC(NC(=O)c2ccncc2)CC1	-2	-0.5	-3	-7	5	-2	-5	-3	i
O=C(N/N=C/c1ccc(N2CCOCC2)cc1)c1ccccc1OCCOc1ccccc1	-32	3.2	25	-3	0	-9	1	-2	i
Cc1ccc2occ(C(c3nnnn3C3CCCC3)N3CCN(C(=O)c4ccco4)CC3)c(=O)c2c1 (configuration not stated)	3	0.8	5	0	-1	3	-4	-7	i
O=c1[nH]cccc1-c1nc2ccccc2[nH]1	2	2.8	1	4	-1	-3	17	-3	i
Cc1ccc(S(=O)(=O)N2CCN(C(=O)CN3CCCCC3)C2)cc1	2	3.3	-2	-2	1	-1	0	-12	i

# Full records, looked up by structure:
# Shown for CC(C)[C@H](NC(=O)c1ccc(Cl)c([N+](=O)[O-])c1)C(=O)O → MLLE-PAM2 inh = 0; MsrA inhibitor = 0.6; FAS TE block = -1; eLon inh = -5; Rin1 Abl inh = -3; MT1-MMP act inh = -2; CSN deneddyl inh = -4; MsrA act = -2; Rpn11 inh = i
# Shown for Cc1ccc(C(=O)Nc2cc(C(C)C)c(O)c(C(C)C)c2)cc1 → MLLE-PAM2 inh = -7; MsrA inhibitor = 0.4; FAS TE block = 5; eLon inh = 6; Rin1 Abl inh = 0; MT1-MMP act inh = 8; CSN deneddyl inh = -4; MsrA act = -3; Rpn11 inh = i

# Further results:
Molecule	MLLE-PAM2 inh	MsrA inhibitor	FAS TE block	eLon inh	Rin1 Abl inh	MT1-MMP act inh	CSN deneddyl inh	MsrA act	Rpn11 inh
CC(=O)Nc1ccc(S(=O)(=O)NC(C(=O)O)C(C)C)cc1 (configuration not stated)	-4	0.5	-3	5	2	4	-1	-5	i
COc1cccc(/C=N/NC(=O)C(C)n2nc(C)c([N+](=O)[O-])c2C)c1O (configuration not stated)	-3	1.7	-4	5	-1	-1	-3	-1	i
O=C(CC(=O)c1ccccc1)Nc1cc([N+](=O)[O-])ccc1Cl	-6	-1.0	32	3	-2	1	-3	-5	i
COC(=O)c1ccc(NC(=O)COc2ccc(C3C(C#N)=C(N)Oc4c3ccc3ccccc43)cc2OC)cc1 (configuration not stated)	-18	1.8	25	-5	-3	-8	3	-6	i
CC1=C(C(=O)N(C(C)C)C(C)C)CC(CC(=O)NCc2cccs2)C(=O)N1CCC1=CCCCC1 (configuration not stated)	-8	-1.1	-3	-4	3	0	-5	7	i
C[C@H](NC(N)=O)C(=O)Nc1ccc(OCc2ccccc2)cc1	-6	1.6	-6	4	2	2	8	1	i
CC(=O)Oc1cc2cccc(OC(C)=O)c(=O)c2c(OC(C)=O)c1OC(C)=O	15	nt	-1	8	23*	-4	29	-4	i
O=C(Nc1ccc(S(=O)(=O)N2CCOCC2)cc1)c1ccco1	3	0.7	-8	-6	-2	3	-7	-4	i
O=S(=O)(c1ccc(Br)s1)N1CCN(c2ccccn2)CC1	-10	-0.6	19	-13	3	4	4	-2	i
COc1ccccc1N1CCN(C(=O)CCC(=O)O)CC1	1	-0.4	-3	9	1	0	-4	-3	i
COc1ccc(-n2c(SCCC(=O)O)nnc2-c2ccncc2)cc1	-14	1.6	-6	4	0	-2	-5	-2	i
O=S(=O)(c1ccc(Cl)cc1)N1CCN(Cc2ccncc2)CC1	10	-0.6	-4	1	0	-1	5	-2	i
Cc1cc(NC(=O)c2ccc(C)o2)no1	10	0.5	-2	2	2	0	2	-7	i
CC(C(=O)NCC1(c2ccccc2)CCCC1)N1CCOCC1 (configuration not stated)	2	-0.1	-9	13	-1	2	1	-5	i
O=C(NCC(c1ccc(F)cc1)N1CCOCC1)c1ccco1 (configuration not stated)	17	-0.2	-6	-3	2	2	-4	-2	i
CCOc1ccc(C2/C(=C(\O)c3ccc4c(c3)OCCO4)C(=O)C(=O)N2CCCN2CCOCC2)cc1 (configuration not stated)	0	1.2	-1	-3	3	-2	3	-3	i
COc1ccc([N+](=O)[O-])cc1NC(=O)COC(=O)C1CC1	-28	1.5	-10	-2	-1	-2	-3	-2	i
COc1ccccc1NS(=O)(=O)c1cc(C(=O)N2CC(C)CC(C)C2)ccc1C (configuration not stated)	0	-0.1	6	6	-6	4	-2	1	i
COC(=O)C(C)N(C(=O)c1cccc(Cl)c1)c1c(C)cccc1C (configuration not stated)	4	-1.8	16	-1	3	-2	0	-2	i
CSCCC(NC(=O)c1ccccc1Br)C(=O)N1CCC(C)CC1 (configuration not stated)	11	1.1	-3	-1	0	-2	-3	-3	i
C=CCn1c(SCc2ccc(C#N)cc2)nnc1-c1ccc(C)cc1	-10	-0.1	-2	-4	4	0	-3	-1	i
O=C(NCc1ccccc1)c1nc[nH]c1C(=O)N1CCc2ccccc2C1	-29	0.3	-7	-9	5	-3	12	-3	i
CCCc1cc(=O)oc2cc(C)cc(OCC(=O)NCCCn3ccnc3)c12	24	0.9	0	-10	1	-1	-1	-3	i
Cc1cccc(OCCNC(=O)c2cc(C3CC3)nc3c2cnn3C(C)C)c1	4	0.7	-3	-5	-3	3	-1	-3	i
CCC(=O)N(C)/C=C1\Sc2ccccc2C1=O	20	3.0	-6	0	-2	6	4	-2	i
CCCn1c(N)c(Sc2ccc(C)cc2)c(=O)n(CCC)c1=O	3	-0.6	-5	-2	6	-2	8	-2	i
COC(=O)c1cccc(NC(=O)CSc2nncn2-c2ccccn2)c1	-8	-1.0	-3	-8	-1	1	2	1	i
CCOC(=O)CCCNC(=O)c1cncc(O)c1	-1	-0.9	-10	-9	0	6	0	-2	i
CCc1cccc(NC(=O)CCNS(=O)(=O)c2ccc3c(c2)oc(=O)n3C)c1	6	0.7	1	1	-1	-2	-4	-1	i
CC(=O)N1CCCc2cc(S(=O)(=O)N(C)CCC#N)ccc21	-3	0.1	-8	-6	-1	3	4	-7	i
COc1ccccc1CCC(=O)OCC(=O)NC1CCCC1	5	0.3	-6	-4	0	0	-3	-1	i
CCCCOc1ccc(C(=O)NCC(=O)NCCOc2ccccc2OC)cc1	-6	0.7	4	5	0	1	0	-2	i
O=C(CCC1COc2ccccc2O1)Nc1ccc(Cl)cn1 (configuration not stated)	-7	0.1	3	-4	-2	-4	1	-12	i
O=c1[nH]c(/C=C\c2cccc(Cl)c2)nc(O)c1[N+](=O)[O-]	-2	3.0	-2	-4	0	0	0	-4	i
O=C(Nc1cccc(Cl)c1Cl)C1CCCC1	-12	-2.0	2	11	0	6	5	-8	i
CC1CCc2sc(C(=O)N/N=C/c3ccc([N+](=O)[O-])cc3)cc2C1 (configuration not stated)	14	0.2	3	-6	-1	4	-6	-2	i
COc1ccc(C)cc1-n1nnnc1SCC(=O)Nc1cc(C)on1	-6	nt	-1	1	0	2	0	-3	i
N#Cc1cc(Sc2ccccn2)c(Sc2ccccn2)cc1C#N	12	-0.2	23	-1	-5	-12	-3	-14	i
CC(=O)Nc1cccc(Oc2nc(-c3ccccn3)nc3ccccc23)c1	6	1.2	-2	-1	1	-1	3	-3	i
Cc1onc(-c2c(Cl)cccc2Cl)c1C(=O)NCc1cccs1	-10	0.2	-3	-6	-1	-1	-15	-3	i
c1ccc2c(C[n+]3csc4ccccc43)cccc2c1	30	0.6	-6	-8	-6	-7	0	0	i
COc1cc(-c2cnc3c(NC=O)cc(-c4ccccc4Cl)cn23)cc(OC)c1OC	-21	-1.4	13	-15	-4	21	-2	-4	i
Cc1cc(C)n(/N=C/c2ccco2)c(=O)c1C#N	11	3.0	-7	2	-4	2	4	-12	i

# Assay outcomes (PubChem BioAssay)
